sPLA2-III inh – human group III sPLA2 inhibitors, primary screen, biochemical, QFRET, BODIPY PC-A2 liposome substrate; 370,000 compounds, 0.56% hits; QFRET BODIPY PC-A2 liposome hydrolysis, fluorescence; inhibition, % at 12.2 µM; Group 3 secretory phospholipase A2 (Homo sapiens), Q9NZ20;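 active means inhibition above mean plus 3 SD of compounds lying within the high and low control bounds, cut at about 19% in these data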;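 further: 0% = median of test compound wells and 100% = no enzyme DMSO wells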
PLCb3 inh – human PLC-beta3 inhibitors, primary screen, biochemical, fluorescence; 1-phosphatidylinositol 4,5-bisphosphate phosphodiesterase beta-3 (Homo sapiens), Q01970; Purified PLC-beta3, fluorogenic substrate; inhibition, % at 12.2 µM; 370,000 compounds, 0.18% hits; in the data active means inhibition above about 11%;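 further: 0% = median of compound wells on plate and 100% = full blocker control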
ARFGAP1 inh – inhibitors of rat ARFGAP1 GAP activity, primary screen, biochemical, fluorescence polarization, GDP tracer; Arfgap1-stimulated ARF1 GTP hydrolysis, GDP FP detection; 360,000 compounds, 0.26% hits; inhibition, % at 16.5 µM; ADP-ribosylation factor GTPase-activating protein 1 (Rattus norvegicus), Q62848;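 active means inhibition above a per-plate limit, mean inhibition of low control wells plus 3 SD, cut at about 25% in these data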;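 further: 0% = DMSO wells with enzyme and 100% = wells lacking Arfgap1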
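Material: rat Arfgap1 GAP domain (His6, aa 1-136), purified enzyme. Also added: human ARF1(Δ1-17)-GTP substrate. Compound dosing: 16.5 µM single point, 1.26% DMSO. Timing: enzyme reaction 120 min at 25 °C after 20 min preincubation. Signal: GDP detection by fluorescence polarization. Read-out basis: percent inhibition of GAP-stimulated GDP formation, scaled between DMSO and no-Arfgap1 medians.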
ASAP1 inh – inhibitors of human ASAP1 ArfGAP activity, primary screen, biochemical, fluorescence polarization; 360,000 compounds, 0.19% hits; inhibition, % at 16.5 µM; Arf-GAP with SH3 domain, ANK repeat and PH domain-containing protein 1 (Homo sapiens), …; ASAP1-stimulated ARF1 GTP hydrolysis, GDP FP detection; in the data active means inhibition above about 25%;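 further: 0% = vehicle with enzyme and substrate and 100% = no enzyme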
UHRF1 binding – UHRF1 methylated DNA binding inhibitors, primary screen, counter-screen for MBD2 inhibitor project, biochemical, TR-FRET, human UHRF1, single concentration | E3 ubiquitin-protein ligase UHRF1 (Homo sapiens), Q96T88 | inhibition, % at 4.4 µM | 370,000 compounds, 0.75% hits | UHRF1 binding to methylated oligo; in the data active means inhibition above about 21%;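 further: UHRF1 SRA domain binding a hemimethylated CpG hairpin DNA probe; 0% = median of test compound wells and 100% = reference inhibitor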
Target sequence (Q96T88 whole entry, looked up, the tested form may be a part): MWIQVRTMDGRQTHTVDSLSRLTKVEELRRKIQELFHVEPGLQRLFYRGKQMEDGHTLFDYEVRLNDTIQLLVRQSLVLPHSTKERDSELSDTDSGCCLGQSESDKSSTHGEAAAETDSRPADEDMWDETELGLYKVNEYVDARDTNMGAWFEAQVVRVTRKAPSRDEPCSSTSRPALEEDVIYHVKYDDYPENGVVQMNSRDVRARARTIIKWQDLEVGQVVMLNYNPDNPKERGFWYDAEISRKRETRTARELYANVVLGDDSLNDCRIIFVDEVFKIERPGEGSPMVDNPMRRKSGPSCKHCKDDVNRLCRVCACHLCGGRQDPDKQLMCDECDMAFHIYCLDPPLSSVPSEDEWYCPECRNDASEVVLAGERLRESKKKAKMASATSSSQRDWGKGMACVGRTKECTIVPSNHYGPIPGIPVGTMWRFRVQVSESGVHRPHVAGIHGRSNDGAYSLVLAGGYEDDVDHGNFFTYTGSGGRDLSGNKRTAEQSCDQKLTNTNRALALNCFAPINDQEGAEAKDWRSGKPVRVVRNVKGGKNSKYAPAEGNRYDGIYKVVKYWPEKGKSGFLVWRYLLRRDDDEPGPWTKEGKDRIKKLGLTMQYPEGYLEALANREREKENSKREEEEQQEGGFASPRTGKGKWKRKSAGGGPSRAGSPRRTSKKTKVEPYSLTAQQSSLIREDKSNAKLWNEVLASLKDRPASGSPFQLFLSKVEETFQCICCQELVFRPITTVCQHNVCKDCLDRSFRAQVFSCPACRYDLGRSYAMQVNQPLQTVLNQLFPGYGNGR
PLCg1 inh – PLC-gamma1 enzyme inhibitors, primary screen, biochemical, fluorescence, purified enzyme; 1-phosphatidylinositol 4,5-bisphosphate phosphodiesterase gamma-1 (Homo sapiens), P19174; fluorogenic substrate; inhibition, % at 12.2 µM; 370,000 compounds, 0.84% hits; AID 720700, 2013; in the data active means inhibition above about 9.5%
proKLK7 act – proKLK7 zymogen activators, primary screen, biochemical, fluorescence intensity; Kallikrein-7 (Homo sapiens), P49862; purified proKLK7, EDANS-DABCYL substrate fluorescence; 100% is mature enzyme control, 0% vehicle; activation, % at 7 µM; 370,000 compounds, 0.9% hits; AID 652039, 2013;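 active means activation above the mean of all tested compounds plus 3 SD, computed per campaign excluding outliers beyond control limits, cut at about 13% in these data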
Target sequence (P49862 whole entry, looked up): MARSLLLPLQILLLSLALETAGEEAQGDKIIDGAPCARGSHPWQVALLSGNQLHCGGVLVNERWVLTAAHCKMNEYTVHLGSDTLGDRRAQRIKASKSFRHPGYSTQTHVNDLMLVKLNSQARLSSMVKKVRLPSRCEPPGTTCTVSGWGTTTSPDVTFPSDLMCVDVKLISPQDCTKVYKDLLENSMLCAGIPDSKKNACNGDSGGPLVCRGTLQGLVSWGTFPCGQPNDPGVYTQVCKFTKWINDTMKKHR
NR1D1 modulator – modulators of Rev-erb alpha DNA binding, primary screen, biochemical, FITC-DNA, fluorescence polarization, uHTS. Rev-erbα–FITC-DNA binding, 90 min. activity, % at 10 µM. 370,000 compounds, 0.79% hits;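 active means activity above about 14%, limit read from the data; passing the limit was not always enough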;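 further: 0% = DMSO wells with 35 nM protein and 100% = DMSO wells with 750 nM protein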
Tn7 DDE FP – inhibitors of Tn7 peptide binding to fibrin DD(E), primary screen, biochemical, fluorescence polarization, human fibrin, Tn7 probe; inhibition, % at 8.3 µM; Fibrinogen beta chain (Homo sapiens), P02675; FP displacement of FITC-Tn7 peptide from fibrin DD(E); 0% = median of compound wells per plate; AID 720508, 2013; 370,000 compounds, 0.13% hits;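 active means inhibition above the mean of compounds falling within the control limits plus 3 SD of them, cut at about 14% in these data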;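 further: 0% = plate median of compound wells and 100% = 10 µM Aha-Tn7 peptide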
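Also added: labelled Tn7 tracer, 0.1 µM; Assay system: human fibrin DD(E) protein; Amount: 2 µM fibrin DD(E); Schedule: 10 min compound pre-incubation, 3 h probe incubation at room temperature; Repeats: one replicate per compound; Read-out basis: percent inhibition; Measured by: fluorescence polarization of the labelled Tn7 tracer.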
Tn6 DDE FP – inhibitors of Tn6 peptide binding to fibrin DD(E), primary screen, biochemical, fluorescence polarization, human fibrin, Tn6 probe. Fibrin DD(E) TRITC-Tn6 fluorescence polarization displacement. 370,000 compounds, 0.21% hits. Fibrinogen beta chain (Homo sapiens), P02675. inhibition, % at 8.3 µM;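 active means inhibition above a per-campaign cutoff: mean of compounds within control limits plus 3 SD, cut at about 15% in these data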;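 further: 0% = median of all compound wells on the plate and 100% = blocking peptide control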
Numbers without * were called inactive; i = inactive; x = no result given; & = joins results of further samples. Not a hit list, and some 4.5% of all compounds hit somewhere here.

SMILES	sPLA2-III inh	PLCb3 inh	ARFGAP1 inh	ASAP1 inh	UHRF1 binding	PLCg1 inh	proKLK7 act	NR1D1 modulator	Tn7 DDE FP	Tn6 DDE FP
O=C(c1ccc(COc2ccccc2[N+](=O)[O-])o1)N1CCCCCC1	0	0	-8	-17	9	-6	0.5	-4	3	2
O=C(N/N=C/c1ccc(Cl)cc1Cl)c1ccc(-n2cnnn2)cc1	-8	-9	4	1	2	-2	0.3	-1	3	-3
COCC(=O)N1CCC(Oc2ccc(C(=O)N(C)Cc3nccs3)cc2)CC1	-2	-5	-7	7	-4	-1	-0.3	2	4	-1
OC[C@@H](O)C1OC2NC(=S)OC2C1O (stereo not given in full)	-1	-3	3	-13	-2	4	0.6	-1	4	5
CCCc1nc2oc3c(Cl)ncnc3c2c2c1CCCC2	7	-7	-5	8	1	-2	0.0	5	5	0
CCCCn1nnnc1C(c1cc2ccccc2o1)N1CCCC1 (stereo not given)	8	-11	0	-8	3	1	-0.1	-3	2	-6
Cc1ccnc(NC(=O)CNC(=O)c2ccccc2)c1	3	-1	2	6	6	0	-0.8	3	-6	-2
FC(F)(F)c1ccccc1Cc1c(C2CCCCC2)nc2ccc(Cl)cn12	-4	-5	2	-4	3	-4	-0.3	1	1	2
CC(=O)N1CCc2cc(C(=O)CN3CCC(C)CC3)ccc21	0	-13	0	-7	3	-10	0.1	2	-1	4
COc1ccc(CC(N)c2csc(Nc3ccc(C(C)=O)cc3)n2)cc1 (stereo not given)	-7	-171	0	10	-1	-116	0.9	-1	0	-7
Cc1c(N)cc(S(=O)(=O)O)cc1NC(=O)c1cccc([N+](=O)[O-])c1	10	-14	-1	-13	9	5	0.7	1	1	-3
O=C(CCN1CCN(Cc2ccccc2)CC1)NNC(=O)c1cc2ccccc2o1	-2	-1	-7	-9	1	1	0.4	-6	6	3
CCOC(=O)C1(C)CCCN1C(=O)c1ccc2ccccc2c1 (stereo not given)	8	-2	-1	11	2	0	0.3	-5	0	7
COc1ccc(N2CCN(C(=O)c3cc(S(=O)(=O)N4CCCCCC4)ccc3OC)CC2)cc1	0	5	-6	4	2	0	-0.1	8	-2	-2
O=C(NCCC1=CCCCC1)C1CCCN(S(=O)(=O)c2ccccc2)C1 (stereo not given)	-4	-3	-5	-1	-1	1	0.2	-1	3	-5
COc1ccc(OC)c(-c2csc(N(CC3CCCO3)C(=O)C3CCCCC3)n2)c1 (stereo not given)	-1	0	-9	2	-3	1	-0.2	-2	8	-1
CC1CCC/C(=N\NC(=S)Nc2ccccc2)C1 (stereo not given)	6	0	-2	11	-3	2	-0.6	-9	2	3
Cc1ccc(NC(=O)c2ccccc2F)nc1	5	-65	3	6	1	-53	1.8	-1	1	-4
CC(=O)Nc1cccc(-c2csc(Nc3ccc(C)cn3)n2)c1	-33	4	9	9	-5	0	-0.1	2	-2	-12
COc1ccc(OC2C(=O)N(Cc3ccc4c(c3)OCO4)C2c2sccc2C)cc1 (stereo not given)	10	-3	6	0	0	2	-0.1	3	6	2
O=C(CCCn1cc([N+](=O)[O-])cn1)NC1CCCCCC1	-1	-3	3	5	-3	1	-0.1	0	-1	-7
Fc1ccccc1NC(=S)NCc1ccc2c(c1)OCO2	8	1	0	16	1	3	-1.0	-4	-6	-10
CN1C2CCC1CC(NC(=O)c1ccc([N+](=O)[O-])cc1)C2 (stereo not given)	5	-2	-7	-13	3	7	-0.7	4	-6	-4
OC(CCN1CCCCC1)(c1ccccc1)c1ccccc1	3	-3	3	-3	2	2	-0.4	1&-6	7	8

A few values from the results shown.
`CC(=O)Nc1cccc(-c2csc(Nc3ccc(C)cn3)n2)c1` in ASAP1 inh: 9
`COc1ccc(N2CCN(C(=O)c3cc(S(=O)(=O)N4CCCCCC4)ccc3OC)CC2)cc1` in proKLK7 act: -0.1
`O=C(CCCn1cc([N+](=O)[O-])cn1)NC1CCCCCC1` in ARFGAP1 inh: 3
`Cc1ccc(NC(=O)c2ccccc2F)nc1` in proKLK7 act: 1.8

(cont.)
SMILES	sPLA2-III inh	PLCb3 inh	ARFGAP1 inh	ASAP1 inh	UHRF1 binding	PLCg1 inh	proKLK7 act	NR1D1 modulator	Tn7 DDE FP	Tn6 DDE FP
CCNC(=S)N(CCc1c(C)[nH]c2ccccc12)Cc1cccnc1	3	-5	9	3	-1	2	0.1	7	-6	6
N#Cc1ccc(COC(=O)CSc2nnc(C3CCCCC3)n2N)cc1	-2	-5	-2	-3	-1	-1	0.8	7	-1	1
O=C(NCCc1ccccc1)c1c(F)cccc1F	2	-1	-3	-1	-1	-2	-0.2	0	9	6
O=C(CSc1nnc(-c2cccnc2)n1C1CCCCC1)N1CCCC1	1	1	x	x	1	2	0.4	5	2	-5
Cc1cc(C)c([N+](=O)[O-])cc1NC(=O)CCS(=O)(=O)c1ccccc1	1	-9	13	0	-1	0	0.1	4	2	3
CCc1ccc(C(O)c2ncc(-c3ccc(C(F)(F)F)cc3)[nH]2)cc1 (stereo not given)	6	-7	3	3	4	-4	0.1	-1	2	6
COc1ccc2cc(C(c3nnnn3CCc3ccccc3)N3CCCC(C)C3)c(=O)[nH]c2c1 (stereo not given)	-18	-50	10	4	-3	-42	-0.6	3	4	8
O=C(CSCc1ccc(Br)cc1)N=Nc1c(O)[nH]c2ccccc12	-15	-4	6	-1	-4	1	0.0	2	-5	-1
CCN(C(=O)COC(=O)c1ccc(C)c(S(=O)(=O)N2CCOCC2)c1)C1CCS(=O)(=O)C1 (stereo not given)	9	-6	-1	-4	0	-2	0.1	-3	0	4
COc1ccc(OC)c(Cc2nnc(CCC(=O)NC(C3CC3)C3CC3)o2)c1	18	0	-1	1	2	3	0.1	4	4	2
CCOC(=O)N(C)C[C@H]1OCc2cnnn2CCCC(=O)N([C@H](C)CO)C[C@H]1C	9	2	4	-8	0	3	0.2	-1	-7	-9
CC1(C)C(=O)NCCN1C(=O)CSc1nccc(-c2ccc(Br)cc2)n1	-8	0	2	7	20	1	0.6	3	-1	3

Reprinted from the results shown for reference:
SMILES	sPLA2-III inh	PLCb3 inh	ARFGAP1 inh	ASAP1 inh	UHRF1 binding	PLCg1 inh	proKLK7 act	NR1D1 modulator	Tn7 DDE FP	Tn6 DDE FP
N#Cc1ccc(COC(=O)CSc2nnc(C3CCCCC3)n2N)cc1	-2	-5	-2	-3	-1	-1	0.8	7	-1	1
O=C(NCCc1ccccc1)c1c(F)cccc1F	2	-1	-3	-1	-1	-2	-0.2	0	9	6

Next results.
SMILES	sPLA2-III inh	PLCb3 inh	ARFGAP1 inh	ASAP1 inh	UHRF1 binding	PLCg1 inh	proKLK7 act	NR1D1 modulator	Tn7 DDE FP	Tn6 DDE FP
Cc1cccc(OCCn2cc(/C=N/NC(=O)c3ccncc3)c3ccccc32)c1	-4	-24	-9	14	-6	-25	-2.1	-1	2	-6
CCC(C)Sc1ccc(-c2nc3cnccn3c2NC2CCCCC2)cc1 (stereo not given)	5&-1	i	11&2	4&-8	-5&-1	i	-20&-7.4	12&7	-3&2	-1&-3
CC1(C(=O)Nc2cccnc2)Cc2c(-c3ccc4c(c3)OCO4)ccnc2O1 (stereo not given)	9	-16	3	2	6	-5	0.6	-1	5	10
COCCN(CCOC)C(=O)c1cc2sc3ccccc3c2s1	-12	1	-1	4	-5	2	0.1	2	0	-2
O=C1/C(=C/c2cccs2)SC(=S)N1N1CCOCC1	6	-11	0	-2	-2	1	0.6	4	5	-3
COc1ccc(CCC(=O)Nc2cc3c4c(c2)CCC(=O)N4CCC3)cc1	0	0	-2	0	-2	-5	0.1	-2	-9	-7
Cc1ccc(NC(=O)C2(C)CCCN(C(C)C)C2)cc1C (stereo not given)	-1	0	2	4	-1	0	0.9	-5	-9	-7
Cc1ccc(O)c(C(=O)c2cnc3c(c2)c(C)nn3C)c1	2	-1	3	-3	-2	-2	0.1	9	4	-3
Cc1onc(C(=O)Nc2c(C)n(C)n(-c3ccccc3)c2=O)c1[N+](=O)[O-]	1	-10	5	13	-6	1	-0.5	1	1	4
COc1cc(CNC(=O)c2cc(-c3ccc(F)cc3OC)n[nH]2)cc(OC)c1	-11	2	-1	-1	13	0	0.7	-1	0	3
NC(=O)CC(NC(=O)c1ccccc1)c1ccc(NCc2ccc(F)cc2)c([N+](=O)[O-])c1 (stereo not given)	-7	2	6	5	-4	6	0.1	6	1	-6
CCN1CCN(CCNC(=O)c2ccc3c(c2)N(Cc2ccc(F)cc2)C(=O)c2ccccc2S3=O)CC1 (stereo not given)	-3	-7	-12	-7	-6	3	0.1	7	5	-2
CC(=O)N1CCN(c2ccc(N3CCN(C(C)=O)[C@@H](C)C3)c(C)c2)[C@H](C)C1	-1	4	17	2	0	0	0.7	-2	3	4
COCCNC(=O)CCc1c(C)nc2c(c(C)nn2-c2ccc(C)cc2)c1C	7	-55	-7	0	0	-38	-0.8	-5	0	-2
C=CCON/C(CCC)=C1\C(=O)C(C(=O)OC)C(C)(C)CC1=NC (stereo not given)	6	6	0	-9	4	7	-0.2	0	-5	3
CCCCCCCCCCCCCCCCCCNc1ccn(C2OC(COP(=O)(O)OCC3OC(n4cc(F)c(=O)[nH]c4=O)CC3O)C(O)C2O)c(=O)n1 (stereo not given)	-97	-4	-21	-22	5	0	-0.4	1	0	-5
COCCNC(=O)C1CC2Cn3c(nc4cc5ccccc5cc43)C2N1C (stereo not given)	3	-18	6	6	1	-11	-0.4	3	0	-8
O=C(CSc1nnc(CNC(=O)c2cccs2)o1)NCc1ccc(F)cc1	-4	4	4	2	-1	3	-0.4	1	3	3
O=C(CC1Sc2ccccc2NC1=O)OC(C(=O)NCCc1ccccc1)c1cccnc1 (stereo not given)	-12	0	-1	-4	-1	-1	0.2	-3	4	4
CCCCn1nnnc1C1(C)CCC(=O)N1Cc1ccc(OC)cc1 (stereo not given)	-1	1	2	6	-4	3	0.3	2	5	9
Cc1ccc(NC(=O)Nc2nnc(-c3ccccc3)o2)cc1	5	1	-2	-5	-1	-4	0.1	-2	3	5
COc1ccc(N2CCN(S(=O)(=O)c3c(C)[nH]c(C)c3C(=O)N3CCCC3)CC2)cc1	3	-6	19	0	-1	3	0.3	-1	5	2
